Assay outcomes from PubChem BioAssay.
KDM5B inh: inhibitors of human KDM5B histone demethylase; 220,000 tested, 2.6% active; Potency, µM (top dose mostly 57.7 µM), for the others: top-dose activity change, negative = inhibition, actives largely listed as inhibitors; AID 1347165; KDM5B demethylase, FDH-coupled NADH fluorescence (FDH is formaldehyde dehydrogenase); Q9UGL1; active = well fitted inhibition curve with a large enough effect; inconclusive = small, poorly fitted or top-dose-only effect; inactive = no such curve, though single readings can be large or run the other way; also: 0% is about no effect; nearly all actives have a fitted effect of over 70% in size
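Coupled FDH/NAD⁺ fluorescence readout. KDM5BΔAP 200 nM final; compound titration, 10 min RT preincubation; substrate mix 12.5 µM H3K4me3, 25 µM 2-OG, 50 µM Fe(II), 100 µM ascorbate, 0.25 mM NAD⁺, 0.25 U/mL FDH; ΔRFU over 30 min.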
Numbers without * were called inactive; ? = inconclusive; & = joins results of further samples; [ ] = dose if it differs, or a comment. Potency is read from the fitted curve at half-maximal effect.

KDM5B inh | SMILES
? | COc1ccc(C2CC(=O)N3CN(C4CCCCC4)CSC3=C2C#N)c(OC)c1 (stereo unspecified)
? | Cc1cc(C(=O)NCc2ccccc2Cl)c2c(C)nn(-c3cccc(F)c3)c2n1
-1% | CCC1(N2CCN(C(=O)c3sccc3C)CC2)CCN(S(C)(=O)=O)C1 (stereo unspecified)
4% | CSc1cccc(NC(=O)Cn2c(-c3cnccn3)nc(C)c(CCO)c2=O)c1
? | Cn1nc(-c2nncn2CC2CC2)c2c1CCN(C(=O)c1ccncc1)C2
145%[activator] | COc1cccc(-c2cc3c(=O)n(CCNC(=O)Cc4ccc(F)cc4)ccn3n2)c1
-3% | Cc1cccc(CNC(=O)CCc2conc2-c2ccccc2)c1
-7% | Cc1nc2cc(NS(=O)(=O)c3ccccc3F)ccc2s1
12% | COC(=O)c1sccc1NC(=O)CC1(C(=O)O)CCCCC1
10% | Cn1ccnc1-c1cn(Cc2scnc2-c2ccccc2)nn1
1% | CCCCCn1c(=O)[nH]c2cc(C(=O)N3CCN(c4cccc(C(F)(F)F)c4)CC3)ccc2c1=O
-8% | Cc1ccc(-c2nn3c(-c4ccccc4C)nnc3c3ccccc23)cc1
? | CCOc1ccccc1C(=O)Nc1cc(C)ccn1
-11% | COc1cc(CN(C(=O)c2cc(NC(C)=O)cc(NC(C)=O)c2)C2CC2)ccc1OC(F)F
-4% | CCn1cc(-c2ccccc2)cc1C(=O)NCc1ccncc1
32µM* | CC1(CNc2ccccc2)COc2ccc(C(=O)NCc3ccc(F)cc3)cc2N1 (stereo unspecified)
17% | O=C(COc1ccc(F)cc1F)NNC(=O)Nc1cccc([N+](=O)[O-])c1
? | CCSc1oc(-c2ccc(C)cc2)nc1S(=O)(=O)c1ccccc1
-10%[86.2 µM] | O=C(C1CC1)N1C[C@@H]2OCC(=O)N(Cc3ccc(F)cc3)[C@@H]2C1
? | CCOc1cc(-c2ccc(OC(=O)c3ccc(Cl)cc3)c(OC)c2)cc(=O)c2c(C)oc(C)c12

Reformatted: results already given.
canonical_smiles,KDM5B inh
Cn1ccnc1-c1cn(Cc2scnc2-c2ccccc2)nn1,10%
CCCCCn1c(=O)[nH]c2cc(C(=O)N3CCN(c4cccc(C(F)(F)F)c4)CC3)ccc2c1=O,1%

(further entries)
KDM5B inh | SMILES
? | Cc1nc(N2CCC(NC(=O)CC3CCCCC3)CC2)cc(C(F)(F)F)n1
26% | CN(C)C[C@@H]1CN(C)C[C@H]1NS(=O)(=O)c1ccccc1C(F)(F)F
-14% | CCOc1cc(NC(=O)c2ccc(Cn3cc(Br)cn3)cc2)ccc1OC(F)F
-30% | CC(C)c1ccc(NC(=O)CSC2=Nc3ccccc3C3=NC(CC(=O)NC4CCCCC4)C(=O)N23)cc1 (stereo unspecified)
? | COc1ccc(NC(=O)c2ccc3c(c2)N(C)C2CCCCCN2C3=O)cc1Cl (stereo unspecified)
31% | CCc1cc(=O)n(CC(=O)Nc2cc(OC)cc(OC)c2)c(N2CCOCC2)n1
-3% | CCOC(=O)Cc1csc(NC(=O)Nc2cccc(OC)c2)n1
-15% | O=C(c1ccc(C(F)(F)F)cc1)N1CCc2nc(C3CC3)nc(-c3ccc(Cl)cc3)c2CC1
? | COc1ccc2c(c1)C=C(CN1CCCn3nc(C(C)O)cc3C1)CO2 (stereo unspecified)
13% | COCCNC(=O)N1CCCC(c2noc(COc3ccccc3F)n2)C1 (stereo unspecified)
9% | CCCOc1ccccc1C(=O)Nc1ccc(OC)c2ncccc12
-20%[115 µM] | CCc1nc2c(c(-c3ccc(OC)cc3)n1)CCN([S+](=O)([O-])c1cccs1)CC2
8% | CC(C)Cc1cc(C(=O)N2CCCC(C)(c3ccccc3)C2)no1 (stereo unspecified)
11% | CCCCC1CN(c2cccc(-c3ccccc3)c2)C(=O)CN1C(C)=O (stereo unspecified)
-12% | Cc1cc(C(=O)N2C[C@@H](CO)[C@H](c3nc(C4CC4)no3)C2)c(C)o1
-18%[86.2 µM] | COc1cccc(C(=O)N2CCC(N3CC4CCCN4C3=O)CC2)c1 (stereo unspecified)
-3% | COc1ccccc1Nc1nc(N2CCOCC2)c2cnn(C)c2n1
? | COc1cc2oc(=O)cc(C)c2cc1CCC(=O)O
-16% | CCOc1cccc(CNCc2ccco2)c1
8% | Cc1ccc(/C=N/NC(=O)c2cccc(NC(=O)c3ccccc3Cl)c2)o1

Some of the entries so far, as labelled records.
smiles: Cc1cc(C(=O)N2C[C@@H](CO)[C@H](c3nc(C4CC4)no3)C2)c(C)o1
  KDM5B inh: -12%

smiles: COc1cccc(C(=O)N2CCC(N3CC4CCCN4C3=O)CC2)c1 (stereo unspecified)
  KDM5B inh: -18%[86.2 µM]

smiles: COc1ccccc1Nc1nc(N2CCOCC2)c2cnn(C)c2n1
  KDM5B inh: -3%

(next part)
KDM5B inh | SMILES
-23%[86.2 µM] | CC(=O)Nc1ccc(CN2CCC3(CC(C)=NO3)C2)cc1 (stereo unspecified)
22% | Cc1cnc(C(=O)N[C@@H]2CCC[C@@H]2C(=O)NCCc2ccccc2)cn1
-12% | O=C(O)CNS(=O)(=O)c1ccccc1F
17% | CC(Sc1nc(CN2CCOCC2)nc2ccccc12)C(=O)NC1CC1 (stereo unspecified)
21% | O=C(NCCNc1nccc(C(F)(F)F)n1)c1cccs1
? | O=C(NCc1ccncc1)c1cccc2cccnc12
-4%&-4% | Cc1ccc(C(C)C)c(OCCSc2nc3ccccc3n2CC(O)CO)c1 (stereo unspecified)
-7%[86.2 µM] | CC(C)CC(=O)N1CCOCC12CCN(Cc1ccc(C(C)C)cc1)CC2
4% | Cc1cc(C)c(S(=O)(=O)NCCc2csc3nc(-c4ccc(F)cc4)nn23)c(C)c1
? | O=C(NCC1CN(C(=O)Cc2ccc(C(F)(F)F)cc2)CC12CN(c1ccccc1)C2)c1ccccc1 (stereo unspecified)
-23% | O=C(c1cccc(Br)c1)N1CCC([C@@H]2CNC[C@H]2CO)CC1
4% | CCC1CCc2c(sc(NC(=O)/C=C/c3ccc(C(C)C)cc3)c2C#N)C1 (stereo unspecified)
7% | O=C(CCc1ncc(-c2ccc(F)cc2)o1)NCc1ccc(OC(F)F)cc1
-28% | COc1ccc2c(c1)c(=O)c(S(=O)(=O)c1ccc(F)cc1)cn2Cc1ccccc1Cl
-7% | CN(Cc1cccs1)C(=O)c1ccc(S(=O)(=O)N2CCCCC2)cc1
-16% | CN(C)CCNC(=O)CN1N=C(c2ccccc2)CCC1=O
17% | C=CCNCc1ccc(Cl)c(Cl)c1
16% | CCCn1c(-n2nc(C)c(C)c2C)nc2c1c(=O)n(CCN1CCOCC1)c(=O)n2C
11% | COCCn1c(SCc2nc(-c3cccc(C(F)(F)F)c3)no2)nc2ccsc2c1=O
? | CCc1c(C)sc2c1CCN(Cc1ccc(F)cc1)C2c1ccccc1 (stereo unspecified)
-8% | O=C(NC1CCCN(c2cc(-c3ccc(Cl)cc3)[nH]n2)C1)c1ccc(Br)o1 (stereo unspecified)
13% | CNC(=O)CNC(=O)c1cc2cc(C)ccc2nc1C
15% | Cn1c(=O)c2c(nc(Cl)n2CC(=O)c2ccc(Br)cc2)n(C)c1=O
-10% | O=C(C[C@H]1NC(=O)c2ccccc2NC1=O)NCCn1cnc2ccccc21
? | CCOC(=O)N1CCc2c(sc(NCc3sccc3C)c2C(=O)Nc2cc(Cl)ccc2OC)C1
2% | CCOC(=O)CC1CCCCN1S(=O)(=O)c1cc(F)ccc1F (stereo unspecified)
-14% | Cc1cccc(OCc2cc(=O)n3c4c(sc3n2)CCCC4)c1C
-4% | CCOC(=O)c1ccccc1NC(=O)COC(=O)c1ccc2c(c1)NC(=O)C(C)S2 (stereo unspecified)
-13% | Cc1noc([C@@H]2CN(CC3CCCCC3)C[C@H]2CO)n1
-2% | Cc1cc2nc3n(c(=O)c2n1CC(=O)Nc1cccc(C(F)(F)F)c1)CCCCC3
31%[activator] | O=C(O)/C=C/c1cc(Cl)c(OCc2ccccc2)c(Cl)c1
3% | COc1ccc(OC)c(CNC(=O)Cc2ccc(NC(=O)N3CCCCc4ccccc43)cc2)c1
-6% | CCCNC(=O)/C(C)=C/c1ccccc1
-7% | Cc1oc2ccc(O)c(CN(C)Cc3ccccc3)c2c1C(=O)Nc1ccccc1
-11% | Cc1cccc2sc(N3CCN(C(=O)CS(=O)(=O)c4ccc(F)cc4)CC3)nc12
-7% | CS(=O)(=O)N1C[C@H]2CCN(C(=O)c3cc(F)ccc3F)C[C@H]21
0%[86.2 µM] | O=C(NCc1ccccc1)N[C@H]1CO[C@H]2[C@@H]1OC[C@@H]2n1cc(-c2ccccn2)nn1
-1% | COCCCNC(=O)c1ccc2c(c1)CC(=O)N2Cc1ccccc1
-17% | Cc1cc(C(=O)NC2CC(c3nnc(CN(C)C)n3C)C2)c2c(C)noc2n1 (stereo unspecified)
-14% | COc1cc(Cl)c(NS(=O)(=O)c2ccc(-c3coc(C)n3)cc2)c(OC)c1

Quoted at random: two entries already listed, in no set order.
KDM5B inh | SMILES
-30% | CC(C)c1ccc(NC(=O)CSC2=Nc3ccccc3C3=NC(CC(=O)NC4CCCCC4)C(=O)N23)cc1 (stereo unspecified)
? | COc1ccc(C2CC(=O)N3CN(C4CCCCC4)CSC3=C2C#N)c(OC)c1 (stereo unspecified)

An excerpt from above in order of SMILES length, lowest first.
KDM5B inh | SMILES
2% | CCOC(=O)CC1CCCCN1S(=O)(=O)c1cc(F)ccc1F (stereo unspecified)
-11% | Cc1cccc2sc(N3CCN(C(=O)CS(=O)(=O)c4ccc(F)cc4)CC3)nc12
3% | COc1ccc(OC)c(CNC(=O)Cc2ccc(NC(=O)N3CCCCc4ccccc43)cc2)c1

Next compounds follow:
KDM5B inh | SMILES
-17% | N#Cc1ccccc1NC(=O)CSc1nc(-c2ccccc2)cc(C(F)(F)F)c1C#N
-9% | Cc1ccc(C(=O)NC2CCN(c3cc(C(F)(F)F)ncn3)CC2)cc1
-17% | Oc1c(C(c2ccccc2)N2CCC(O)CC2)sc2nc(-c3ccco3)nn12 (stereo unspecified)
5% | O=S(=O)(Nc1nc2ccccc2nc1N1CCCCC1)c1ccc(Cl)cc1
13% | O=S(=O)(c1ccc(F)cc1)N1N=C(c2ccccc2)CC1c1ccc2nccnc2c1 (stereo unspecified)
? | CC(=O)c1ccc(N2CCN(C(=O)c3cn(C)c(=O)c4c3c3ccccc3n4C)CC2)cc1
10%[86.2 µM] | O=S(=O)(N[C@H]1[C@H](O)[C@H](O)C[C@@H]1c1ccc(C(F)(F)F)cc1)c1ccc(F)cc1
-36% | COc1ccc(C)cc1NC(=O)CSc1nc(=O)n(Cc2ccccn2)c2c1CCC2
-19% | CC(C)c1cc(C2CCCN2CCC(=O)Nc2ccc(C(N)=O)cc2)no1 (stereo unspecified)
-22%[86.2 µM] | Cc1ccc(S(=O)(=O)N(C)C2CCOc3ccccc32)cc1 (stereo unspecified)
? | COc1ccc(OC)c(C(=O)COC(=O)c2c(Cl)cccc2Cl)c1
8% | COc1ccc(NC(=O)N2Cc3[nH]cnc3C[C@H]2c2nc(-c3ccc(C(F)(F)F)cc3)no2)cc1
? | Cc1cc(=O)oc2cc(OCC(=O)N(C)CCOc3ccc(Br)cc3)ccc12
-6% | COC(=O)c1cc(OC(=O)CCS(=O)(=O)c2ccc(C)cc2)cc(C(=O)OC)c1
-14% | Cc1ccc(C)n1-c1c(C(=O)NCCN2CCOCC2)sc2ncccc12
-8% | CN(Cc1ccc(N2CCOCC2)cc1)C(=O)[C@H]1CN(Cc2ccccc2)C[C@H]1C(=O)O
? | O=S1(=O)c2c(cccc2N2CCSCC2)Oc2ccccc2CN1Cc1cn(Cc2ccccc2C(F)(F)F)nn1
8% | CC(C)CNC(=O)CN(c1cccc(Cl)c1Cl)S(=O)(=O)c1ccccc1
27% | CCOC(=O)c1nnsc1N
11% | CCCC1Cc2nc(Cl)c(C#N)cc2CO1 (stereo unspecified)
? | c1c(CN2CCCN(CCCN3CCCC3)CC2)nn2c1CNCC2
-6% | COc1ccc(-n2nc(C3CCCN(C(=O)c4cccc(Cl)c4)C3)[nH]c2=O)cc1 (stereo unspecified)
14% | Cc1cc2nc3n(c(=O)c2n1CC(=O)Nc1cccc(Cl)c1)CCCC3
13%[86.2 µM] | O=C(COc1ccccc1)N1CC[C@H]2COC(=O)N2c2cc(F)ccc2C1
? | Oc1cc(-n2cccn2)c(O)cc1-n1cccn1
-2% | O=C(Nc1nc(-c2cc3ccccc3oc2=O)cs1)c1ccc([N+](=O)[O-])cc1
3% | CC(C)c1ccc(CNC(=O)c2ccc(CN3C(=O)NC4(CCOCC4)C3=O)cc2)cc1
? | Cc1ccc(OCCCCCCN2CCNCC2)c(Br)c1
-24% | O=S(=O)(Nc1ccc(C(F)(F)F)cc1)c1ccc2c(c1)OCCO2
-6% | CCCOc1ccccc1Oc1ncccc1CNC(=O)Nc1ccccc1
? | CN(C)C(=O)CCC[C@H]1NC[C@@H]2C[C@H]1CN(Cc1ccccc1)C2
-25%[86.2 µM] | O=C(O)CCn1ncc2cc(OCc3ccc(-c4cccc(CO)c4)cc3)ccc21
-1%[86.2 µM] | CCCCN1C(=O)[C@@H]2C[C@@H](O)CN2C2(CN(Cc3ccoc3)C2)C1=O
3% | Cc1cccc(C(=O)Nc2ccccc2SC2CCCC2)c1I
-9% | COCCNC(=O)Cn1cc(S(=O)(=O)Cc2ccccc2Cl)c2ccccc21
-5% | Cc1ccc(NC(=O)COC(=O)CC2SC(N3CCCC3)=NC2=O)cc1 (stereo unspecified)
19% | Cc1ccc(NC2CCCN(C(=O)c3cn4cccc(C)c4n3)C2)cc1C (stereo unspecified)
-15% | C=CCN(C(=O)CNS(=O)(=O)c1ccccc1)C(C(=O)NCCOC)c1cccnc1 (stereo unspecified)

Some of the compounds tested, so the mix of outcomes need not match the whole.
